Vif-A3G inh: Vif-A3G binding inhibition. 0.076% of 410,000 active. AID 602310. HeLa A3G-eYFP + Vif (tagged APOBEC3G with the HIV-1 protein that degrades it), YFP fluorescence, overnight. Q9HC16. Potency, µM (doses to about 46.1 µM), for inactives: at the highest dose activity, negative = active, usual class: inhibitors;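 also: % is scaled to controls: 0 for no effect and ±100 for the full control effect; nearly all actives have a fitted effect of over 60% in size; hits raise eYFP signal because A3G escapes Vif-driven loss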
Target sequence (Q9HC16 whole entry, looked up): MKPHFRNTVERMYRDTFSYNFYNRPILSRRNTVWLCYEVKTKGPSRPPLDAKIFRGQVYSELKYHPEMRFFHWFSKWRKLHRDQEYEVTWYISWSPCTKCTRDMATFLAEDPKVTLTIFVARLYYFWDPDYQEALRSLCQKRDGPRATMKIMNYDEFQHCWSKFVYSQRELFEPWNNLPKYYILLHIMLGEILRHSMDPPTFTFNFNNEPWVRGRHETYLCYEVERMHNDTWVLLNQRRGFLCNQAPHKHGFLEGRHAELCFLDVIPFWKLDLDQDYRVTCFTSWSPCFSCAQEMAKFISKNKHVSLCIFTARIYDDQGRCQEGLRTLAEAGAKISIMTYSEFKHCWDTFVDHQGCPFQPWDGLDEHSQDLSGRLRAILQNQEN
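HeLa cells stably expressing Vif and C-terminally eYFP-tagged A3G, seeded overnight at 37 deg C, then exposed to compound by pintool overnight at 37 deg C. Rise in yellow fluorescence (Ex 488/Em 500-530, Acumen) marks blocked Vif-driven A3G degradation.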
TrxR1 inh: inhibitors of rat thioredoxin reductase 1; O89049; recombinant rTrxR1, NADPH fluorescence consumption, selenite substrate; Potency, µM (series often up to 114 µM), for inactives: top-dose activity change, negative = inhibition, hits mostly inhibitors; 1% of 390,000 active; also: % is scaled to controls: 0 for no effect and ±100 for the full control effect; nearly all actives have a fitted effect of over 65% in size
Target sequence (O89049 whole entry, looked up): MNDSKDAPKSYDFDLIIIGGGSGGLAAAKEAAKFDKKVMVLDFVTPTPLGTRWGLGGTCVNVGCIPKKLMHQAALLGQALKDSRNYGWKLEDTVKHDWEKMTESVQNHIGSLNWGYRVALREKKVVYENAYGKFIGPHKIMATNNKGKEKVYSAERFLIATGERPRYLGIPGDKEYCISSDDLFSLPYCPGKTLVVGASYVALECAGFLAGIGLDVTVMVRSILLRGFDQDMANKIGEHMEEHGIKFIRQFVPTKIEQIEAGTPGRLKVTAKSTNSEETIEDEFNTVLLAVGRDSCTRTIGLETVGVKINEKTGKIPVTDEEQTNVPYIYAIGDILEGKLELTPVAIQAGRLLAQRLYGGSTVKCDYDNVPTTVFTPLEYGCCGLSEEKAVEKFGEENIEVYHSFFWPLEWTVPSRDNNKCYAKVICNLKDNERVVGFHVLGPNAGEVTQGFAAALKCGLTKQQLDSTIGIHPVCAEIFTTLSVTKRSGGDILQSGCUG
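Rat TrxR1 (90 nM in the dispensed reagent) was pre-reduced with 400 uM NADPH for 5 min at room temperature, then incubated with compound for 15 min. After 400 uM selenite was added, NADPH fluorescence (Ex 340/Em 450 nm) was followed for 8 min.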
RGS4 inh: blocks human RGS4-accelerated GTP hydrolysis. Potency, µM (top dose mostly 114 µM), inactives show top-dose activity change, negative = inhibition, most hits filed as inhibitors. Transcreener GDP fluorescence polarization, RGS4-accelerated GTP hydrolysis. 0.039% of 390,000 active; also: % is scaled to controls: 0 for no effect and ±100 for the full control effect; nearly all actives have a fitted effect of over 75% in size; some results filed as inactive show a strong effect at the top dose
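MLSMR compounds (23 nl, pin-transferred) preincubated 10 min at room temperature with a 500nM (2x) first reagent, then RGS4 at 900nM (2x) plus Transcreener GDP mix added; fluorescence polarization (620/688 nm) read before and after 90 min at 30 °C.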
mIDH1 inhibitor: inhibitors of human mutant IDH1 R132H; O75874; IDH1-R132H enzyme, NADPH consumption, diaphorase/resazurin fluorescence; Potency, µM (series often up to 76.6 µM), for the others: at the top dose activity change, negative = inhibition, most hits filed as inhibitors; 0.093% of 390,000 active; AID 602179; also: % is scaled to controls: 0 for no effect and ±100 for the full control effect; nearly all actives have a fitted effect of over 65% in size
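IDH1-R132H (0.5 ug/mL dispensed) in pH 7.5 Tris buffer was preincubated 30 min with compound, then given a substrate mix of 0.016 mM NADPH and 2 mM alpha-KG for 80 min at room temperature; remaining NADPH was read by diaphorase/resazurin fluorescence.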
RXFP1 ag: agonists of human relaxin receptor RXFP1; Q9HBX9; HEK293T-RXFP1 cAMP TR-FRET, 30 min; response scale: percent of porcine relaxin response, buffer zero; Potency, µM (series often up to 57.5 µM), for the others: top-dose activation, actives largely listed as activators; 0.3% of 370,000 active; also: % is scaled to controls: 0 for no effect and ±100 for the full control effect; nearly all actives have a fitted effect of over 60% in size; many of its hits are not listed in these tables
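HEK293T cells stably expressing RXFP1 were pretreated with the PDE4 inhibitor Ro 20174, exposed to compounds for 30 min at 37C, lysed, and cAMP was read by TR-FRET. Data normalized to buffer (basal) and 29 nM porcine relaxin (100%).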
12-LOX inh: blocks human arachidonate 12S-lipoxygenase. purified 12hLO, xylenol orange hydroperoxide absorbance. Potency, µM (top dose mostly 108 µM), for inactives: at the top dose activity change, negative = inhibition, actives largely listed as inhibitors. 1.1% of 580,000 active. AID 1671190; also: % is scaled to controls: 0 for no effect and ±100 for the full control effect
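Purified human 12hLO at 150 nM in 25 mM Hepes, 0.01% Triton X-100, pH 7.0, preincubated 15 min at room temperature with compound. Reaction started with 40 uM arachidonic acid, 30 min at room temperature. Hydroperoxide measured by Fe-xylenol orange, 573/405 nm absorbance ratio.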
TrxR1 substrate: is turned over as a substrate by rat TrxR1 | purified TrxR1 substrate turnover, NADPH consumption readout | Potency, µM (highest dose often 114 µM), without a hit: at the highest dose activity change, negative = substrate turnover | 0.01% of 390,000 active | AID 588456; also: % is scaled to controls: 0 for no effect and ±100 for the full control effect; nearly all actives have a fitted effect of over 50% in size
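Rat TrxR1, dispensed at 90 nM, was prereduced with 400 uM NADPH (final) for 5 min at ~22 deg C, then incubated with compound 15 min before 400 uM selenite. A first-read NADPH fluorescence drop versus no-compound background flagged substrates.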
USP1 inh: USP1/UAF1 (human) deubiquitinase inhibition. O94782. recombinant USP1/UAF1, Ub-Rhodamine cleavage fluorescence. Potency, µM (series often up to 57.1 µM), for inactives: at the top dose activity change, negative = inhibition, most hits filed as inhibitors. 0.23% of 390,000 active. AID 743255; also: % is scaled to controls: 0 for no effect and ±100 for the full control effect; nearly all actives have a fitted effect of over 60% in size; inactives centre near -12
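1 nM enzyme complex + cpd, 15 min RT; start with Ub-Rho 150nM final; kinetic fluorescence ex 480/em 540, 6 reads q60 s. Buffer 50mM HEPES pH 7.8, 0.5mM EDTA, 0.1 mg/ml BSA, 1mM TCEP, 0.01% Tween-20.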
Vif-A3F inh: Vif-A3F binding inhibition | 0.2% of 390,000 active | HeLa A3F-eYFP + Vif (tagged APOBEC3F with the HIV-1 protein that degrades it), YFP fluorescence increase | Potency, µM (titrated, usually from 46.1 µM), without a hit: top-dose activity, negative = active; also: % of control where 0% means no effect; nearly all actives have a fitted effect of over 65% in size
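Fluorescence increase (Ex 488/Em 500-530) after overnight compound treatment at 37 deg C flags inhibition of Vif-driven A3F-eYFP loss in stable HeLa A3F-eYFP/Vif cells seeded overnight beforehand.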
An asterisk follows results filed as active; ? = inconclusive; nt = no result given; & = joins results of further samples; [ ] = remark or other dose. Calls follow the shape of the dose curve; as a rule, active = well fitted curve in the direction sought with a large enough effect; inconclusive = small, poorly fitted or top-dose-only effect, or another doubt; inactive = no such curve, though single readings can be large; an effect the other way counts as inactive or inconclusive. Potency is read from the fitted curve at half-maximal effect. This is a subset; rates above refer to the full screens.

Results follow in this order: Vif-A3G inh, TrxR1 inh, RGS4 inh, mIDH1 inhibitor, RXFP1 ag, 12-LOX inh, TrxR1 substrate, USP1 inh, Vif-A3F inh
1: Cc1ccccc1NC(=O)CNC(=O)N1CC(=O)Nc2ccccc21
  -4%, nt, nt, -3%, nt, 1%, nt, -6%, -3%
2: O=C1C[C@H]2CCCCC(=O)N3CC[C@@H](C1)[C@@H]23
  -4%, 13%, -2%, -5%, nt, ?, -3%, -14%, 2%
3: CCc1ccc(-c2cc(C)no2)cc1S(=O)(=O)N1CCN(C(=O)c2ccco2)CC1
  2%, ?, 39%, -2%, -1.5%, -4%, 2%, -11%, 8%
4: CCOc1ccc(NC(=O)CNC(=O)c2ccc(OC)c(OC)c2)cc1
  1%, 7%[57.1 µM], -5%, 1%, 1.2%, -10%, 10%[57.1 µM], 3%, -8%
5: Cc1ccc(CNC2=NCCCCC2)n1C
  -9%, -24%[57.1 µM], 6%, 2%, 1.5%, 0%, 12%[57.1 µM], -5%, 2%
6: C=C(C)c1sc(-c2ccccc2)nc1C
  1%, 25%, -8%, 0%, nt, 11%, 10%, ?, -4%
7: O=C1c2ccccc2C(=O)N1CC(=O)N1c2ccccc2Sc2ccc(C(F)(F)F)cc21
  1%, 9%, -17%, -6%, -0.1%, -19%, -4%, 0%, -24%
8: CCN(CC)CCCN(Cc1cc2cc(OC)ccc2[nH]c1=O)C(=O)Nc1ccccc1
  1%, -1%, 4%, -5%, 0.0%, nt, 17%, -15%, -20%
9: COc1cc(CNC(=O)c2cnccn2)cc(OC)c1
  -1%, 4%, 33%, -9%, nt, -11%, -3%, 4%, 3%
10: Cc1ccc(C2C=C(c3ccccc3)Nc3nc(NS(C)(=O)=O)nn32)cc1 (stereo not given)
  ?, 50%[activator], 7%, 10%, 6.3%, ?, 292%[activator], ?, -13%
11: O=C(O)c1ccc(N/N=C/c2ccc(OC(=O)c3ccccc3Cl)cc2)cc1
  3%, 3%[57.1 µM], 0%, 1%, -0.3%, ?, 7%[57.1 µM], -7%, -8%
12: O=C(NN1C(=O)C2C(c3ccccc3)C=CC(c3ccccc3)C2C1=O)c1ccncc1 (stereo not given)
  -15%, 8%, -16%, -1%, 0.0%, 0%, 2%, -5%, 5%
13: COc1cc(CNCCN2CCOCC2)ccc1OCc1cccc(Cl)c1
  2%, -3%, -3%, 0%, -3.4%, 9%, 0%, -13%, -4%
14: Cc1cc(C2C(C#N)=C(N)SC(N)=C2C#N)c(C)s1
  ?, 32µM*, ?, -6%, ?, nt, -5%, -19%, ?
15: CCN1C(=O)C(C)C=C(C)C=C1C (stereo not given)
  0%, nt, nt, -3%, nt, -9%, nt, -25%, 2%
16: CN(C)CC(C)(C)CNS(=O)(=O)c1ccc(OC(F)(F)F)cc1
  0%, 12%[57.1 µM], 9%, 0%, 3.1%, -7%, 2%, -14%, -12%
17: C=CC[C@@H](CC(=O)N[C@H](CO)Cc1ccccc1)C(=O)N[C@@H](COC(=O)[C@@H](CC=C)CC(=O)OC(C)(C)C)Cc1c[nH]c2ccccc12
  -6%, 8%, -9%, 3%, nt, ?, -8%[57.1 µM], -29%, 6%
18: CCC1CCCCN1CCCNC(=O)c1ccc2c(c1)N(Cc1ccc(Cl)cc1)C(=O)c1ccccc1S2(=O)=O (stereo not given)
  -11%, 4%, -16%, 5%, 0.2%, -33%, -6%, -32%, -29%
19: O=[N+]([O-])c1ccc(N2CCN(S(=O)(=O)Cc3ccccc3)CC2)cc1N1CCOCC1
  1%, -16%, -7%, 6%, -1.2%, -11%, -12%, -12%, -1%
20: COc1ccc(-c2nc3scc(CCNC(=O)c4cc(OC)cc(OC)c4)n3n2)cc1
  -6%, 18%, 4%, 2%, 1.1%, -13%, 0%, -10%, 0%

Looked up by structure from above (3):
Results follow in this order: Vif-A3G inh, TrxR1 inh, RGS4 inh, mIDH1 inhibitor, RXFP1 ag, 12-LOX inh, TrxR1 substrate, USP1 inh, Vif-A3F inh
4: CCOc1ccc(NC(=O)CNC(=O)c2ccc(OC)c(OC)c2)cc1
  1%, 7%[57.1 µM], -5%, 1%, 1.2%, -10%, 10%[57.1 µM], 3%, -8%
5: Cc1ccc(CNC2=NCCCCC2)n1C
  -9%, -24%[57.1 µM], 6%, 2%, 1.5%, 0%, 12%[57.1 µM], -5%, 2%
1: Cc1ccccc1NC(=O)CNC(=O)N1CC(=O)Nc2ccccc21
  -4%, nt, nt, -3%, nt, 1%, nt, -6%, -3%

(list continues)
Results follow in this order: Vif-A3G inh, TrxR1 inh, RGS4 inh, mIDH1 inhibitor, RXFP1 ag, 12-LOX inh, TrxR1 substrate, USP1 inh, Vif-A3F inh
21: COc1ccccc1CNC(=O)CN1C(=O)c2cccc(N)c2C1=O
  6%, -3%[57.1 µM], 15%, 1%, 9.9%, ?, 14%[57.1 µM], -7%, 12%
22: O=C(C1CCC1)N1CCN(c2ccc(C(F)(F)F)cc2[N+](=O)[O-])CC1
  -4%, 6%, 11%, 1%, -2.6%, 0%, 1%, -10%, -24%
23: CCOc1ccc(NC(=O)N[C@@H](Cc2ccccc2)C(=O)O)cc1
  2%, 22%, -13%, 0%, 1.3%, -15%, 6%, -20%, -21%
24: COc1ccc(OC)c(NC(=O)CN(C)S(=O)(=O)c2ccc(C(=O)N3CCOCC3)s2)c1
  6%, -6%[57.1 µM], 5%, 13%, 5.1%, -22%, -10%[57.1 µM], -14%, 7%
25: CCCCN1CCN=C1Nc1ccccc1
  2%, 13%, 0%, 15%, -1.2%, 17%, 1%, -22%, 1%
26: O=C(CNC(=O)c1ccccc1F)OC1CCOC1=O (stereo not given)
  -2%, -12%, -2%, 6%, nt, -2%, -4%, -4%, 1%
27: CCN(CC)C(=O)Cn1c(=O)n(CCCCCC(=O)NCc2ccc(C)cc2)c(=O)c2sccc21
  nt, 22%, -4%, nt, 25%, -11%, 8%, 11%, nt
28: CC(C)C(C)NC(=O)CSc1nc2scc(-c3ccco3)c2c(=O)n1-c1ccccc1 (stereo not given)
  -5%, -64%, ?, -5%, -0.7%, -5%, 7%[57.1 µM], -1%, -6%
29: C=CCC(Nc1ccccc1)c1cccc(OC)c1OC (stereo not given)
  5%, -23%, 26%, 2%, 4.0%, -25%, -22%, -12%, 16%
30: COC(=O)c1sccc1NC(=O)Nc1cccc(C(C)=O)c1
  2%, 6%, -8%, 10%, -0.7%, 0%, -5%, -9%, 2%
31: CC1CN(C(=O)c2ccc([N+](=O)[O-])s2)CC(C)O1 (stereo not given)
  1%, -6%, 22%, -4%, nt, -6%, -11%, -22%, -3%
32: Cc1cccc2nc(-c3ccco3)c(Nc3ccc4c(c3)OCO4)n12
  -9%&-14%, -3%&4%, -48%&-17%, 7%&-2%, 0.0%&5.6%, ?, 22%&26%, ?, -12%&-16%
33: CN(C)S(=O)(=O)c1cccc(C(=O)OCC(=O)N2c3ccccc3NC(=O)C2(C)C)c1
  -5%, 10%[57.1 µM], -26%, 9%, 0.6%, 0%, 6%[57.1 µM], -12%, 11%
34: COC(=O)C1=C(C)N(C)C(=S)NC1c1ccc(OC)cc1OC (stereo not given)
  0%, 21%, 2%, -7%, -1.9%, -20%, -5%, -18%, -1%
35: CC(=O)Nc1cccc(NC(=S)Nc2cccc3ccccc23)c1
  -1%, 2%, -29%, -7%, 1.1%, 190%, 30%, -11%, -6%
36: O=C(CN1C(=O)c2ccccc2C1=O)Oc1ccc(Cl)cc1
  2%, 15%, -13%, -4%, 0.1%, 0%, -4%, -18%, -1%

3 of the entries above in order of their number in RGS4 inh, high to low.
| item | SMILES | RGS4 inh |
| --- | --- | --- |
| 24 | COc1ccc(OC)c(NC(=O)CN(C)S(=O)(=O)c2ccc(C(=O)N3CCOCC3)s2)c1 | 5% |
| 27 | CCN(CC)C(=O)Cn1c(=O)n(CCCCCC(=O)NCc2ccc(C)cc2)c(=O)c2sccc21 | -4% |
| 23 | CCOc1ccc(NC(=O)N[C@@H](Cc2ccccc2)C(=O)O)cc1 | -13% |

One compound at a time (already shown). Values in the order: Vif-A3G inh	TrxR1 inh	RGS4 inh	mIDH1 inhibitor	RXFP1 ag	12-LOX inh	TrxR1 substrate	USP1 inh	Vif-A3F inh
`C=CCC(Nc1ccccc1)c1cccc(OC)c1OC` (stereo not given) reads 5%	-23%	26%	2%	4.0%	-25%	-22%	-12%	16%
`CN(C)S(=O)(=O)c1cccc(C(=O)OCC(=O)N2c3ccccc3NC(=O)C2(C)C)c1` reads -5%	10%[57.1 µM]	-26%	9%	0.6%	0%	6%[57.1 µM]	-12%	11%
`COC(=O)C1=C(C)N(C)C(=S)NC1c1ccc(OC)cc1OC` (stereo not given) reads 0%	21%	2%	-7%	-1.9%	-20%	-5%	-18%	-1%
